Bioassay records deposited in PubChem by National Center for Advancing Translational Sciences (NCATS).
Pf growth 96h: inhibits malaria parasite growth, 96 h | P. falciparum luciferase reporter growth, 96 h | Potency, µM (doses to about 28.7 µM), for inactives: top-dose activity change, negative = inhibition, usual class: inhibitors | 6.9% of 320,000 active | AID 504834; further: potency means the concentration at half of the fitted maximal effect; on the % scale 0 is the no-effect control and ±100 the full control effect
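Readout is luminescence from an integrated firefly luciferase in P. falciparum. Red cells, 2% hematocrit and 0.05% parasitemia final, were cultured with compound through two parasite generations (96 hours) at 37 C, 5% CO2.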
Sm TGR block: S. mansoni TGR enzyme inhibition; Q962Y6; purified TGR, DTNB reduction, TNB absorbance 405 nm; Potency, µM (highest dose often 114 µM), for the others: top-dose activity change, negative = inhibition, most hits filed as inhibitors; 3% of 360,000 active; AID 485364; further: potency means the concentration at half of the fitted maximal effect; on the % scale 0 is the no-effect control and ±100 the full control effect; nearly all actives have a fitted effect of over 60% in size
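Kinetic colorimetric format: TGR-catalysed, NADPH-driven DTNB reduction monitored via TNB absorbance. Enzyme dispensed at 20 nM; compound exposure 15 min at room temperature before reaction start.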
CHX counter: counter-screen hit for Shiga toxin inhibitors, cycloheximide; cell reporter, cycloheximide protein synthesis inhibition counterscreen; max response, %; 12% of 300,000 active; in the data active means max response mostly above about 13%, no sharp cut-off; inactive means mostly below about 14%; further: read at 38.3 µM for the half of the compounds with a filed dose; 0% is about no effect
Shiga toxin inh: inhibitors of Shiga toxin in Vero cells. Vero cells, Shiga toxin protein synthesis inhibition reporter. inhibition, % at 38.7 µM. 9.2% of 290,000 active. AID 2315; in the data active means inhibition mostly above about 28%, no sharp cut-off; inactive means mostly below about 43%; further: 0% is about no effect
Giardia FBPA inh: inhibitors of Giardia lamblia fructose-1,6-bisphosphate aldolase; A8B2U2; purified Giardia FBPA; Potency, µM (top dose mostly 59.6 µM), for inactives: at the top dose activity, negative = inhibition, most hits filed as inhibitors; 0.71% of 290,000 active; AID 2451; further: potency means the concentration at half of the fitted maximal effect; on the % scale 0 is the no-effect control and ±100 the full control effect; nearly all actives have a fitted effect of over 55% in size
Target sequence (A8B2U2 whole entry, looked up): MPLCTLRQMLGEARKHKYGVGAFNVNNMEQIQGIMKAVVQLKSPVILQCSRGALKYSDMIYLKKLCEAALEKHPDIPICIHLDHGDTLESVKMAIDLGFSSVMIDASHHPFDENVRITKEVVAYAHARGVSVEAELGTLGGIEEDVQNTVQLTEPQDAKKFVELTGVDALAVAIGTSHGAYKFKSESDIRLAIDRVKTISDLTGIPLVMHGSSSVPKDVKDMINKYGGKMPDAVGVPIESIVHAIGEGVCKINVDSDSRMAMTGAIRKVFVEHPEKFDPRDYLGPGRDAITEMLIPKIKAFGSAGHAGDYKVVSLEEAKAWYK
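Giardia FBPA (40 nM reagent) was preincubated 10 min at RT with compound (up to 57.5 uM final), then substrate plus GAPDH/TPI/NAD/arsenate coupling system with diaphorase/resazurin was added; resorufin fluorescence (525/598 nm) was read after 20 min.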
Pf growth 48h: P. falciparum growth inhibition at 48 hours (one generation) | Potency, µM (titrated, usually from 28.7 µM), for inactives: at the highest dose activity change, negative = inhibition, usual class: inhibitors | P. falciparum luciferase growth in erythrocytes, 48 h | 5.9% of 310,000 active | AID 504832; further: potency means the concentration at half of the fitted maximal effect; on the % scale 0 is the no-effect control and ±100 the full control effect
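In quantitative HTS format, infected erythrocytes bearing luciferase-reporter parasites were treated for a single generation at 37 C. Luminescence after adding detection reagent served as the growth measure.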
* hit, by the source's call; ? = inconclusive; . = no result given; + = active, no number; [ ] = remark or other dose. Unless noted, the call rests on the fitted dose curve; in most records, active means well fitted curve in the direction sought with a large enough effect; inconclusive means small, poorly fitted or top-dose-only effect, or another doubt; inactive means no such curve, though single readings can be large; an effect the other way counts as inactive or inconclusive. Rows were taken by chance; any-hit rate near 24%.

SMILES	Pf growth 96h	Sm TGR block	CHX counter	Shiga toxin inh	Giardia FBPA inh	Pf growth 48h
O=C(CCc1nc2ccccc2c(=O)[nH]1)OCC(=O)N1CCc2ccccc21	-13%	-2%	1	23	-1%	-1%
CN(CC(=O)NC1CCCCC1)S(=O)(=O)c1ccc2c(c1)c(=O)n(C)c(=O)n2C	10%	0%	9	1	.	-4%
CCOc1ccc(OCC)c(NC(=O)C2CCCN(c3nc(C)cc(C)n3)C2)c1 (configuration not stated)	-25%	-21%	-3	6	-6%	?
Cc1c(Cl)cnc(NC(=O)COC(=O)[C@H](C)NC(=O)c2ccccc2)c1Cl	7%	0%	.	.	.	-1%
COc1cccc(S(=O)(=O)N2CCN(c3ccccc3F)CC2)c1	.	0%	-2	-13	0%	3%
Cc1cc(=O)oc2cc(OC(C)C(=O)Nc3ccc(C(N)=O)cc3)ccc12 (configuration not stated)	?	-2%	.	.	.	-11%
COc1ccccc1OCC(=O)NCCS(=O)(=O)N1CCN(c2ccccc2)CC1	10%	1%	.	.	.	1%
CCOC(=O)c1c(NC(=O)CSC(=S)N(C)C)sc(C)c1C	?	0%	-1	14	5%	-14%
CCOc1cc(C2NC(=O)NC2=O)ccc1O (configuration not stated)	14%	-4%	-6	-3	2%	21%
CCOC(=O)c1nc(Nc2ccccc2)c2ccccc2n1	-35%	2%	7	-12	-1%	.
c1ccc2c(CCNc3ncnc4nc[nH]c34)cccc2c1	23%	0%	31*	+	-4%	33%[activator]
CSc1ccccc1C(=O)NCc1ccc(C)cc1	-18%	.	11	25	2%	12%
CCNC(=O)NC(=O)C(C)Sc1nnc(COc2ccccc2Cl)o1 (configuration not stated)	?	-9%	15*	28	-6%	.
CCOC(=O)c1cc([N+](=O)[O-])sc1NC(=O)c1ccc(S(=O)(=O)N2CC3(C)CC2CC(C)(C)C3)cc1 (configuration not stated)	-13%	-7%	-5	-5	-5%	11%
CCC1C(=O)Nc2ccccc2N1C(=O)c1ccc(Cl)nc1 (configuration not stated)	0%	1%	-6	-6	5%	6%
Cn1c(C(C#N)C2=C(Cl)C(=O)N(c3ccccc3)C2=O)nc2ccccc21 (configuration not stated)	-2%	45µM*	8	6	?	?
O=S(=O)(c1ccccc1)N1CCN(c2cc(-c3ccccc3)nc3ncnn23)CC1	?	-4%	-3	10	7%	?
O=C(c1ccc(SCc2cccc(Br)c2)c([N+](=O)[O-])c1)N1CCN(c2ccccn2)CC1	?	21%	7	15	-1%	-6%
N[C@@H](Cc1ccc(O)cc1)c1nnc([C@H](CCC(=O)O)NC(=O)C2CCNCC2)o1	72%[activator]	9%	1	-13	-15%	56%[activator]
CCc1nnc(NC(=O)CSc2nnc(Cc3cccn3C)n2CCOC)s1	?	-17%	-2	-9	-14%	-10%
CCCCc1nn(-c2cc(Cl)ccc2OC)c2c1C(=O)CC(C)(C)C2	3%	1%	-5	15	0%	.
COCCn1c(SCC(=O)Nc2cccc(OC)c2)nnc1-c1ccccc1	2.3µM*	1%	-3	-7	-2%	-2%
COc1ccc(NC(=S)N2CCN(S(=O)(=O)c3ccc(F)cc3)CC2)cc1OC	8%	5%	-1	6	-12%	?
O=C(CCCNC(=O)c1ccc(Cl)cc1)Nc1ccc(Br)cc1	29%	3%	-8	-4	-7%	4%
COC(=O)C1CCN(C(=O)COC(=O)CC(NC(N)=O)c2ccc(Cl)cc2)CC1 (configuration not stated)	1%	2%	0	-7	1%	-6%
O=C(CSc1ccc(Cl)cc1)NCc1ccco1	?	-14%	32*	34	-2%	77%[activator]
COc1ccc(CN2CCCC(C(=O)N3CCCCC3)C2)cc1 (configuration not stated)	27%	2%	-2	-10	?	41%[activator]
O=C(NCC(c1cccnc1)N1CCOCC1)NC1CCCCC1 (configuration not stated)	?	?	-1	-12	6%	34%
COc1ccc(S(=O)(=O)CC2(O)CCN(C(=O)CC(C)C)CC2)cc1	8%	-7%	1	-13	0%	9.3µM*
CCOC(=O)N1CCC(n2c(SCC(=O)N3CCC(C)CC3)nc3ccccc3c2=O)CC1	4.7µM*	-25%	-5	-29	3%	10µM*
CSc1ncccc1C(=O)OCC(=O)N(CC(C)C)C1CCS(=O)(=O)C1 (configuration not stated)	4%	15%[11.4 µM]	-3	-15	-3%	.
O=C(CCn1c(=O)oc2ccccc21)NCc1ccco1	57%[activator]	4%	-2	7	7%	42%[activator]
COCCN1CCN(C(=O)C2CCC(=O)N(Cc3ccccc3OC)C2)CC1 (configuration not stated)	?	-20%	-6	26	.	2%
CC(=O)c1ccc(NC(=O)C[n+]2cccc(C)c2)cc1	?	0%	1	-5	?	-14%
Cc1ccc(SCC(c2ccccc2)N2CCN(CC(C)C)CCC2=O)cc1 (configuration not stated)	.	.	42*	89*	20%	.
CCOC(=O)C1=C(C)NC2=C(C(=O)c3ccccc32)C1c1cccnc1 (configuration not stated)	3%	0%	-7	-28	-5%	-11%
CSc1ccc(C(=O)C2CCCN(C(=O)c3ccc4c(c3)no[n+]4[O-])C2)cc1 (configuration not stated)	-2%	-2%	2	18	-8%	-7%
CCOC(=O)C1CCN(C(=O)c2n[nH]c(=O)c3ccccc23)CC1	?	8%	-3	-24	6%	14%
O=C(Oc1ccc(Nc2ncnc3ccccc23)cc1)c1cccnc1	12µM*	9%	-3	37	-12%	3%
COc1ccc(NC(=O)Nc2cc(C)ccc2OC)cc1	14%	-4%	24*	0	0%	-7%
Cc1c(C(=O)NCc2ccccc2F)oc2ccccc12	?	-3%	-4	-13	.	24%
Cn1cc(CN2CCCC(C(=O)c3ccc(-c4ccccc4)cc3)C2)cn1 (configuration not stated)	?	31%	6	-7	-5%	?
COc1cc(C(=S)N2CCCC2)ccc1O	.	5%	-2	-5	-13%	21%
COc1ccc(OC)c(S(=O)(=O)Nc2cc3c4c(c2)CCC(=O)N4CCC3)c1	?	0%	.	.	.	-12%
O=P(O)(O)C12CC3CC(CC(C3)C1)C2	.	-4%	-3	-6	5%	2%
Cc1cc(C)c(OCC(=O)OCC(=O)NCC2CCCCC2)c(C)c1	3%	-7%	.	.	.	-18%
CCOc1ccc(C(CC(=O)O)NC(=O)c2cccs2)cc1 (configuration not stated)	?	0%	-4	7	3%	-23%
CCCn1ncc(C(=O)O)c1C	?	12%	-3	-9	-1%	4%
COc1cccc(/C=C/C(=O)c2c(O)cc(C)oc2=O)c1O	-12%	-32%	23	97	-19%	.
CN1CCN(C(=O)C2=C[C@@H](c3ccccc3)C[C@@H](OCc3ccc(CO)cc3)O2)CC1	-1%	40µM*	0	5	-1%	-22%
CCOc1cc(C)c(C(C)C)cc1S(=O)(=O)n1cnc(C)c1	3%	.	-4	-3	14%	?
Cc1ccc(CCNC(=O)CNC(=S)N(Cc2ccccc2)Cc2cccnc2)cc1	16%	-10%	-6	-11	2%	?
Cc1ccc(N(CCC#N)C(=O)CCl)cc1C	?	18µM*	9	8	-4%	9.3µM*
c1ccc(OCCOc2ccccc2-c2nnco2)cc1	5.2µM*	7%	15*	136*	-11%	34%[activator]
COc1ccc(CC(=O)OCC(=O)NCc2ccccc2Cl)cc1	?	-2%	3	10	4%	1%
Cc1cc(C)cc(OCC(=O)N(Cc2ccccc2)C2CCS(=O)(=O)C2)c1 (configuration not stated)	7%	1%	-8	-15	4%	4%
CCCCOC(=O)c1nnc(-c2ccc(Cl)cc2)o1	29%	2%	0	14	5%	47%[activator]
COc1cc(CNCCC2CCOC(C)(C)C2)ccc1O (configuration not stated)	179%[activator]	-6%	8	-25	-16%	-4%
Cc1nc(N2N=C(c3ccc(Cl)cc3)CC2c2ccco2)sc1C(=O)N(C)C (configuration not stated)	?	?	27*	30	-11%	?
O=C(NC1CCCCC1)[C@H](O)[C@@H](O)C(=O)NC1CCCCC1	9%	4%	-1	-19	3%	8%

Five neighbouring compounds from above, for reference:
SMILES	Pf growth 96h	Sm TGR block	CHX counter	Shiga toxin inh	Giardia FBPA inh	Pf growth 48h
Cc1cc(C)cc(OCC(=O)N(Cc2ccccc2)C2CCS(=O)(=O)C2)c1 (configuration not stated)	7%	1%	-8	-15	4%	4%
CCCCOC(=O)c1nnc(-c2ccc(Cl)cc2)o1	29%	2%	0	14	5%	47%[activator]
COc1cc(CNCCC2CCOC(C)(C)C2)ccc1O (configuration not stated)	179%[activator]	-6%	8	-25	-16%	-4%
Cc1nc(N2N=C(c3ccc(Cl)cc3)CC2c2ccco2)sc1C(=O)N(C)C (configuration not stated)	?	?	27*	30	-11%	?
O=C(NC1CCCCC1)[C@H](O)[C@@H](O)C(=O)NC1CCCCC1	9%	4%	-1	-19	3%	8%

Carrying on:
SMILES	Pf growth 96h	Sm TGR block	CHX counter	Shiga toxin inh	Giardia FBPA inh	Pf growth 48h
CCN(CC)c1ccc(C=Nc2ccc(C)cc2C)c(O)c1	25%	-13%	8	19	-23%	21%
Cc1nn(CC(=O)NC(=O)c2ccccc2)c(C)c1[N+](=O)[O-]	-5%	-16%	.	.	.	12%
CN(C(=O)CSc1nnc(CNC(=O)c2ccccc2)o1)c1ccccc1	6%	1%	-2	-4	.	7%
Cc1ccc(-c2csc(NC(=O)CN3CCC(C(N)=O)CC3)n2)cc1	0%	0%	8	.	?	-8%
COCCn1c(SCC(=O)c2c[nH]c3ccccc23)nnc1-c1ccncc1	?	1%	0	-10	1%	?
CC(Sc1ccc(Br)cc1)C(N)=O (configuration not stated)	-21%	14%[11.4 µM]	-3	-3	0%	.
O=C(N/N=C/c1ccco1)Nc1ccccc1	-13%	6%	29*	102*	3%	195%[activator]
CCSc1nc(=O)n(-c2ccccc2)c(C)c1C(C)=O	-9%	-2%	16*	33*	0%	37%[activator]
CCCCCCCCOC(=O)/C=C/c1c(C)[nH]c(=O)[nH]c1=O	40%[activator]	-22%	-2	-12	0%	1%
O=C(/C=C(\c1ccc(Cl)cc1)n1cncn1)c1ccc(Cl)cc1	?	-3%	5	-6	-3%	.
Fc1ccc(/C=N/Nc2ccccn2)cc1	142%[activator]	-4%	62*	68*	-7%	130%[activator]
CCN(C(=O)COC(=O)CC(C)c1ccccc1)c1c(N)n(Cc2ccccc2)c(=O)[nH]c1=O (configuration not stated)	-3%	-17%	.	.	.	-12%

Some of these compounds in order of SMILES length, lowest first:
SMILES	Pf growth 96h	Sm TGR block	CHX counter	Shiga toxin inh	Giardia FBPA inh	Pf growth 48h
CCSc1nc(=O)n(-c2ccccc2)c(C)c1C(C)=O	-9%	-2%	16*	33*	0%	37%[activator]
COCCn1c(SCC(=O)c2c[nH]c3ccccc23)nnc1-c1ccncc1	?	1%	0	-10	1%	?
CCN(C(=O)COC(=O)CC(C)c1ccccc1)c1c(N)n(Cc2ccccc2)c(=O)[nH]c1=O (configuration not stated)	-3%	-17%	.	.	.	-12%

Next part.
SMILES	Pf growth 96h	Sm TGR block	CHX counter	Shiga toxin inh	Giardia FBPA inh	Pf growth 48h
CCOC(=O)c1ccccc1NC(=O)c1ccc2nccnc2c1	?	-10%	10	12	-8%	?
CN(C)C(=O)CNC(=O)CN1C(=O)NC2(CCCc3sccc32)C1=O (configuration not stated)	30%	1%	-5	-9	?	24%
Clc1ccc(N2CCN(c3cnc4ccccc4n3)CC2)cc1	.	-3%	19*	49*	-8%	60%[activator]
C=CCC1(CC=C)CCCN1C(=O)CC1C(=O)NCCN1Cc1ccccc1OC (configuration not stated)	10µM*	5%	-9	18	-4%	?
CN(C)c1ccc(/C=C(/NC(=O)c2ccccc2)C(=O)NCCN2CCOCC2)cc1	8%	-6%	-2	4	.	-11%
COc1ccc(N2CCN(C(=O)C3CCN(S(=O)(=O)c4c(C)noc4/C=C/N(C)C)CC3)CC2)cc1	?	2%	-1	25	.	?
CN(C(=O)CSc1nnc(Nc2ccccc2)s1)C1CCS(=O)(=O)C1 (configuration not stated)	?	-13%	3	13	-3%	-21%
